# MIN6 prolif = inducers of beta-cell replication in MIN6 cells; MIN6 cells proliferation, ATPlite luminescence, 48 h; cells starved in 0.2% serum; 100% = growth in 10% serum; proliferation, % at 10 µM; actives 0.29% (n = 330,000); AID 2380;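 active means compounds whose signal lies at least 3.5 SD above the mean of all wells on their plate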;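 further: 0% = DMSO-treated cells in low-serum medium and 100% = 10% serum control; some compounds called inactive have numbers as strong as hits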
# APOBEC3A inh = inhibitors of human APOBEC3A DNA deaminase; P31941; recombinant A3A, FAM/TAMRA ssDNA deamination fluorescence; inhibition, % at 20 µM; actives 0.41% (n = 330,000); AID 493011;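 active means at least 40% inhibition at 20 µM here, with at most 30% in a related deaminase screen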;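 further: plate controls were A3A with DMSO for no effect and wells lacking A3A enzyme for full effect; some results filed as inactive read as strong as hits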
# Target sequence (P31941 whole entry, looked up): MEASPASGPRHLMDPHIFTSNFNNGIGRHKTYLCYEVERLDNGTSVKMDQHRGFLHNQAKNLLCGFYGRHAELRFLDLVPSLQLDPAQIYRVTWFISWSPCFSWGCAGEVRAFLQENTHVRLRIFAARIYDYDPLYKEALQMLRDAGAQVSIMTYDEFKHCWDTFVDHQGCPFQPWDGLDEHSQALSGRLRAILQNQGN
# APOBEC3G inh = APOBEC3G (human) deaminase inhibition. actives 0.28% (n = 330,000). inhibition, % at 20 µM. Q9HC16. recombinant A3G, ssDNA deamination FAM/TAMRA fluorescence. AID 493012;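 active means inhibition of at least 40% at 20 µM, with no more than 30% in the related APOBEC3A deaminase screen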;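 further: plate controls were DMSO wells with A3G for no effect and wells lacking A3G enzyme for full effect; some compounds called inactive have numbers as strong as hits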
# Target sequence (Q9HC16 whole entry, looked up): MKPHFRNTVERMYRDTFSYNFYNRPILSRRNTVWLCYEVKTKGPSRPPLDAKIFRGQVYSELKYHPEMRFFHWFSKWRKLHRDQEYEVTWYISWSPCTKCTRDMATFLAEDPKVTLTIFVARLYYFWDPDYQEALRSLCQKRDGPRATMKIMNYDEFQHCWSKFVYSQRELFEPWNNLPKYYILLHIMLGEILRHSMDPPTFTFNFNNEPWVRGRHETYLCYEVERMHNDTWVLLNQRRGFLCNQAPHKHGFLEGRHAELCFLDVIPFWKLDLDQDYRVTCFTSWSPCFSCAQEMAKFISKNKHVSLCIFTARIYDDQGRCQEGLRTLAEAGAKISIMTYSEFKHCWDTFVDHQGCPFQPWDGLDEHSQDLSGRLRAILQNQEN
# MPTP block = permeability transition pore inhibition | isolated mouse mitochondria, Ca2+ swelling absorbance, 30 min | inhibition, % at 10 µM | actives 1.4% (n = 360,000) | AID 602449;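 active means inhibition of 50% or more, scaled per plate between neutral and stimulator controls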;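 further: 0% = DMSO wells given calcium and 100% = 1 mM EGTA wells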
# hIAP activ = increases human intestinal alkaline phosphatase activity; purified human IAP, CDP-Star luminescence, 30 min; active compounds read high; 1 = vehicle-only enzyme, 0 = enzyme-free background; AID 2524; P09923; activation factor at 10 µM; actives 0.16% (n = 330,000);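 active means activation factor of the enzyme at least 2-fold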; further: the source names both 10 and 20 µM as test concentration; values of inactives mirror those of a sister screen read the other way
# mIAP block = mouse IAP inhibition; purified mouse IAP, CDP-Star luminescence, 30 min; inhibition, % at 10 µM; actives 0.2% (n = 330,000);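 active means inhibition of at least 40% at 10 µM in the primary screen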;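 further: plate controls were DMSO with enzyme for no effect and no enzyme wells for full effect; values of inactives mirror those of a sister screen read the other way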
# hIAP inh = blocks human intestinal alkaline phosphatase. inhibition, % at 10 µM. actives 0.12% (n = 330,000). purified IAP, CDP-Star luminescence, 30 min;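 active means inhibition reaching a set limit with compound at 10 µM in the primary screen, cut at about 35% in these data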;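 further: plate controls were DMSO wells with enzyme for no effect and no-enzyme buffer wells for full effect; values of inactives mirror those of a sister screen read the other way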
# mIAP act = mouse IAP activation; muIAP, CDP-Star luminescence, 30 min; active compounds read high; 1 = vehicle-only enzyme signal, 0 = enzyme-free wells; activation factor at 10 µM; actives 0.24% (n = 330,000);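 active means activation factor of at least 2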; further: the source names both 10 and 20 µM as test concentration; values of inactives mirror those of a sister screen read the other way
#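 System: Mouse IAP enzyme | Also added: CDP-Star substrate | Dosing: Compounds dispensed in DMSO | Schedule: 30 min enzyme-substrate-compound incubation at room temperature | Technique: Chemiluminescence readout | Control set: DMSO-only wells and no-enzyme negative control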
# NR3A LBD binder = modulators (binders) of human NR3A ligand-binding domain; NR3A LBD differential scanning fluorimetry, Tm shift; 0% = protein alone, 100% = glycine-bound protein; Tm shift relative to glycine control, % at 25 µM; actives 2.5% (n = 340,000); AID 1259313;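 active means melting temperature shift of at least 10% of the positive control shift, at one fixed dose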
# * marks the source's active call; other numbers are inactive results.
Structure,MIN6 prolif,APOBEC3A inh,APOBEC3G inh,MPTP block,hIAP activ,mIAP block,hIAP inh,mIAP act,NR3A LBD binder
COc1ccccc1CN1CC(C(=O)N2CCOCC2)CCC1=O (stereo not given),-1,1,-8,-1.6,1,-2,-4,1,0
C=CCN1C(=O)C2(OCCCO2)c2cccc(Cl)c21,0,2,1,-1.0,1.2,4,-25,0.96,0
O=C(NCCc1ccccc1)C1CCCN1S(=O)(=O)c1ccc(F)cc1 (stereo not given),1,3,0,0.6,1,1,-3,0.99,1
CCC(=O)N1CCN(c2nc(CC)nc3sc4c(c23)CCCC4)CC1,-3,-7,-2,0.9,1.2,1,-21,0.99,1
CCNC(=O)N1CCC(n2nccc2NC(=O)CCOc2ccccc2)CC1,-3,-2,11,-1.7,0.88,-4,12,1,3
COC(=O)/C(=C\c1ccc(O)cc1)c1nc2ccccc2[nH]1,-2,-4,2,0.3,1.1,-6,-15,1.1,0
O=C(O)c1ccc(-c2nnc(-c3ccccc3)o2)cc1,1,-4,-8,-0.7,0.87,3,13,0.97,-1
CN1/C(=C/C(=O)CSc2ccccc2C(=O)O)C(C)(C)c2ccccc21,-6,-1,1,0.8,1,-8,-3,1.1,-1

# 6 compounds drawn at random from the list so far:
Structure,MIN6 prolif,APOBEC3A inh,APOBEC3G inh,MPTP block,hIAP activ,mIAP block,hIAP inh,mIAP act,NR3A LBD binder
O=C(NCCc1ccccc1)C1CCCN1S(=O)(=O)c1ccc(F)cc1 (stereo not given),1,3,0,0.6,1,1,-3,0.99,1
CCNC(=O)N1CCC(n2nccc2NC(=O)CCOc2ccccc2)CC1,-3,-2,11,-1.7,0.88,-4,12,1,3
COc1ccccc1CN1CC(C(=O)N2CCOCC2)CCC1=O (stereo not given),-1,1,-8,-1.6,1,-2,-4,1,0
COC(=O)/C(=C\c1ccc(O)cc1)c1nc2ccccc2[nH]1,-2,-4,2,0.3,1.1,-6,-15,1.1,0
C=CCN1C(=O)C2(OCCCO2)c2cccc(Cl)c21,0,2,1,-1.0,1.2,4,-25,0.96,0
CCC(=O)N1CCN(c2nc(CC)nc3sc4c(c23)CCCC4)CC1,-3,-7,-2,0.9,1.2,1,-21,0.99,1

# The list continues:
Structure,MIN6 prolif,APOBEC3A inh,APOBEC3G inh,MPTP block,hIAP activ,mIAP block,hIAP inh,mIAP act,NR3A LBD binder
COc1ccc(S(=O)(=O)N2CC(C(=O)O)Oc3ccc(Cl)cc32)cc1 (stereo not given),3,-3,-7,-0.9,1,3,-2,0.97,2
c1ccc(C2=NNC(=NCc3ccc4c(c3)OCO4)SC2)cc1,4,2,3,0.1,1.2,19,-19,0.81,-12
Cc1cc(C)n(CCC(=O)N/N=C/c2ccc(O)cc2)n1,0,0,-5,-1.8,0.87,1,13,0.99,-6
CC(C)C(c1nnnn1Cc1ccccc1)N(CCCO)Cc1cc2cc3c(cc2[nH]c1=O)OCO3 (stereo not given),1,3,-5,-0.1,0.91,-4,9,1,-1
Cc1ccc(CNc2cc(C(=O)O)ccc2C)s1,0,-7,-10,-0.9,1.2,-2,-21,1,0
Cc1ccc(S(=O)(=O)c2nc(S(C)(=O)=O)sc2N2CCOCC2)cc1,9,-5,-7,-1.8,1,-6,-2,1.1,0
Cc1ccc(C(=O)Nc2cccc(C(O)c3ccccc3)c2)cc1 (stereo not given),-2,-4,-10,1.9,0.81,-10,19,1.1,1
COc1ccccc1CC(=O)NNS(=O)(=O)c1ccc([N+](=O)[O-])cc1,-1,-2,-6,0.9,0.97,24,3,0.77,-1
CCN1CCN(CCCNC(=O)CS(=O)(=O)Cc2nc(-c3ccccc3C)oc2C)CC1,-3,2,8,-2.7,1.2,13,-16,0.87,0
COc1ccc(OC)c(C(c2nnnn2C(C)(C)C)N2CCc3ccccc3C2)c1 (stereo not given),-3,1,-4,4.3,1,-3,-3,1,0
CCC(C)c1ccc(O)c(N)c1 (stereo not given),-4,-3,12,-1.1,0.9,12,10,0.89,0
CC(Nc1nc(-c2ccc(F)cc2)cs1)c1nc2cc(Cl)c(N3CCCCC3)cc2n1CCOCCO (stereo not given),-8,3,4,0.1,0.92,2,8,0.98,-1
CCN(CC(=O)Nc1ccc(NC(C)=O)cc1)C(=O)CSCc1c(C)noc1C,5,5,-8,-2.4,0.97,4,3,0.96,2
O=c1ccc(Cc2ccc(Cl)cc2)n[nH]1,-2,-1,-3,-0.7,1.9,-2,-94,1,2
CC(Oc1ccc(F)cc1)C(O)CCN(C)C (stereo not given),3,10,-4,-1.1,1,0,-2,1,-1
CS(=O)(=O)Cc1ccc(C(=O)N2CCN(C(=O)c3cccs3)CC2)cc1,0,-2,-4,0.6,1,5,0,0.95,3
O=C(NC(=S)Nc1cccnc1)c1ccccc1,0,-6,-3,3.2,1,-2,-4,1,-1
Cc1ccc(NS(=O)(=O)c2cc(C(=O)OCC(=O)NCC3CCCO3)ccc2C)cc1 (stereo not given),-1,4,-15,0.7,1.1,-11,-6,1.1,0
Fc1ccc(N2CN(Cc3cccnc3)CNC2=S)cc1,-1,-3,-5,1.9,0.97,5,3,0.95,1
Cc1noc(C)c1C(=O)Nc1nc2ccc(S(C)(=O)=O)cc2s1,-6,4,5,-0.9,0.81,-11,19,1.1,2
Cc1cc([N+](=O)[O-])nn1CC(=O)N(C)Cc1ccccc1,-2,-1,1,0.6,0.96,14,4,0.85,-1
C/C(=C\C(=O)N1CCc2ccccc21)C(=O)O,-1,-3,-4,1.8,0.87,3,13,0.97,-5
Cc1c(N2C(=O)CSC23C(=O)Nc2ccccc23)c(=O)n(-c2ccccc2)n1C (stereo not given),-2,-1,-9,-0.4,0.95,6,5,0.94,4
CCOc1ccc(Cc2n[nH]c(=S)n2Cc2ccccc2)cc1,0,-2,7,4.5,1.5,-4,-46,1,-2
COc1ccc(NC(=S)N/N=C/c2cccn2Cc2ccccc2F)cc1,1,3,2,6.5,1,20,-4,0.8,-6
COc1ccc(CCNC(=O)CCNC(=O)c2ccc(Br)cc2)cc1OC,0,1,-2,0.0,1.2,-2,-15,1,0
CCn1cc(C(=O)NCC(OC)OC)c(=O)c2cc(S(=O)(=O)N3CCCC3)ccc21,2,-3,-5,-1.3,1,5,0,0.95,-6
NC12CC3CC(C1)CC(O)(C3)C2,1,-1,-3,-1.5,0.99,12,1,0.88,-15
Cc1ccc(OCc2ccc(C(=O)NCC3CCCO3)cc2)cc1C (stereo not given),-2,-2,-10,-0.3,1,-2,-2,1,-4
CC(=O)Nc1ccccc1NC(=O)C(F)(F)F,-1,-3,-3,0.4,0.9,-1,10,1,0
CCn1cc(C(=O)O)c(=O)c2cc(F)c(N3CCN(C(=S)NC(=O)c4ccccc4C)CC3)cc21,-1,2,-6,5.7,1,-3,0,1,-1
CNC(=S)Nc1cccc(C(=O)OC)c1,-2,-5,-1,1.7,1,13,-1,0.87,-2
CN(CC(O)CON=C1c2ccccc2-c2ccccc21)S(=O)(=O)c1ccc(Br)cc1 (stereo not given),-5,-2,-3,-0.2,0.74,17,26,0.83,5
O=S(=O)(c1ccc(Br)s1)N1CCN(c2ncccn2)CC1,0,1,-2,-0.3,1.1,0,-14,1,-5
COc1ccc(CNC(=O)CCn2cccc2)cc1,-1,2,-3,-2.2,0.85,4,15,0.96,0
Cc1ccc(S(=O)(=O)N(Cc2cc3cccc(C)c3[nH]c2=O)c2ccccc2)cc1,-2,-2,-2,2.0,0.87,13,13,0.87,0
Cc1cc(/C=C2/SC(=O)N(CC(=O)N3CCCC3)C2=O)c(C)n1C,-3,-1,-9,0.3,0.97,15,2,0.85,0
C/C(=N/NS(=O)(=O)c1ccccc1)c1ccc(NC(=O)C(F)(F)F)cc1,0,1,1,1.9,0.93,-7,7,1.1,1
CC(=O)c1cccc(S(=O)(=O)NCCC(=O)NC2CCCCCC2)c1,1,3,-5,0.2,1.1,0,-13,1,0
COC(=O)CCC(=O)Nc1nc(-c2ccccc2)cs1,-1,-1,-5,0.5,1.1,1,-6,0.99,0

# Molecules shown so far that contain an NH in an aromatic ring, in the order listed:
Structure,MIN6 prolif,APOBEC3A inh,APOBEC3G inh,MPTP block,hIAP activ,mIAP block,hIAP inh,mIAP act,NR3A LBD binder
COC(=O)/C(=C\c1ccc(O)cc1)c1nc2ccccc2[nH]1,-2,-4,2,0.3,1.1,-6,-15,1.1,0
CC(C)C(c1nnnn1Cc1ccccc1)N(CCCO)Cc1cc2cc3c(cc2[nH]c1=O)OCO3 (stereo not given),1,3,-5,-0.1,0.91,-4,9,1,-1
O=c1ccc(Cc2ccc(Cl)cc2)n[nH]1,-2,-1,-3,-0.7,1.9,-2,-94,1,2
CCOc1ccc(Cc2n[nH]c(=S)n2Cc2ccccc2)cc1,0,-2,7,4.5,1.5,-4,-46,1,-2
Cc1ccc(S(=O)(=O)N(Cc2cc3cccc(C)c3[nH]c2=O)c2ccccc2)cc1,-2,-2,-2,2.0,0.87,13,13,0.87,0

# (further entries)
Structure,MIN6 prolif,APOBEC3A inh,APOBEC3G inh,MPTP block,hIAP activ,mIAP block,hIAP inh,mIAP act,NR3A LBD binder
NC(=O)CN1CCOCCOCCN(CC(N)=O)CCOCC1,-2,3,-1,1.1,1.5,-7,-50,1.1,-1
COc1ccc(N(CC(=O)NCCSc2ccccn2)S(C)(=O)=O)cc1,1,-5,-9,-1.2,1.1,5,-8,0.95,0
O=C(/C=C/c1ccc(Cl)cc1)Nc1ccc(N2CCCCC2)cc1,-4,-6,-5,0.7,1.1,-2,-15,1,-24
CCCCN1C(=S)NC[C@@H]1Cc1cccc2ccccc12,-1,-7,-14,-1.2,1,-6,-3,1.1,-2
Cc1ccc(CNC(=O)CN(C(=O)C2(C)CC(=O)N=C3C=CC=CN32)c2cccc(C)c2C)cc1 (stereo not given),-4,-2,-6,0.4,0.84,7,16,0.93,0
COc1ccccc1NC(=O)CCC(=O)OCC(=O)c1ccc(C)c([N+](=O)[O-])c1,-3,0,-6,1.5,1.2,-1,-23,1,1
